# TRAIL sens C8 = caspase-8 TRAIL sensitization. 1% of 360,000 active. NB7+C8 cells + TRAIL, ATPlite viability luminescence. inhibition (viability loss, TRAIL sensitization), % at 10 µM;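 active = compounds causing at least 50% loss of cell viability in the single-dose screen, relative to plate controls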
# HIF-2a block = HIF-2a inhibition. inhibition, % at 18.8 µM. 786-0 RCC cells HIF-2a reporter, luciferase luminescence, overnight. 0.72% of 360,000 active;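 active = inhibition of the luminescence signal of 40% or more relative to plate controls, in a single-dose primary screen at 18.75 µM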
# NR2E3 ag-1 = NR2E3 (human) agonism; Q9Y5X4; GST-NR2E3/biotin-RetCOR TR-FRET, 1536-well; inhibition of corepressor binding, % at 4.78 µM; 0.12% of 320,000 active; AID 2300;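 active = percent inhibition above the cutoff of mean plus 3 SD of all tested compounds, set per screening campaign, cut at about 20% in these data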;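 note: 0% = DMSO wells and 100% = biotin wells as full block of FRET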
# Target sequence (Q9Y5X4 whole entry, looked up): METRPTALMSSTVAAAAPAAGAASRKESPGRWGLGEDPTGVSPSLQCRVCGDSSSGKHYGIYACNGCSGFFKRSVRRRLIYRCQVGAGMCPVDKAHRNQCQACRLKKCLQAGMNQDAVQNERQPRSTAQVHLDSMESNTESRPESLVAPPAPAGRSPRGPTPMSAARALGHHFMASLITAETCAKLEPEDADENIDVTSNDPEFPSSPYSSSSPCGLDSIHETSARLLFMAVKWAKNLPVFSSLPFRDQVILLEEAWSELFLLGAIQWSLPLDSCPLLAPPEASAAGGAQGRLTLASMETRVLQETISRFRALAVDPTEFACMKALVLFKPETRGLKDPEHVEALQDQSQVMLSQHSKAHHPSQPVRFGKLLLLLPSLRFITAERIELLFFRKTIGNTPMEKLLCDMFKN
#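 Material: NR2E3–RetCOR corepressor complex | Quantity: 1.35 nM GST-tagged NR2E3 final | Schedule: 5 h at 4 °C | Replication: Singlicate compound wells | Reagent: RetCOR corepressor, biotinylated, 7 nM | Controls: Biotin wells as high control, 0.6% DMSO wells as low control | Signal: TR-FRET, Eu(K)-anti-GST donor, streptavidin-D2 acceptor, ex 340, em 617/671 nm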
# TROY signal inh = blocks TROY-dependent signaling in reporter cells. Q293 LMP1-TROYcd NF-kB luciferase reporter, 4 h. inhibition, % at 10 µM. 0.98% of 360,000 active;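 active = compounds whose plate-normalised and pattern-corrected inhibition of the luciferase reporter signal at the single screening dose is 50% or more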
# KKLEB cytotox = CF airway cell cytotoxicity counter-screen; KKLEB CF airway cells viability, ATPlite luminescence, overnight; stronger effect = lower value; cells stimulated with P. aeruginosa culture filtrate; 0.36% of 360,000 active; activity change (cytotoxicity), % at 5 µM;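 active = corrected activity change at or below -50% at 5 µM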
# CF NFkB block = inhibitors of cystic fibrosis induced NF-kB. inhibition, % at 5 µM. KKLEB NF-kB-GFP reporter, PAF-induced, GFP fluorescence overnight. AID 588850. 0.86% of 360,000 active;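 active = at least 50% inhibition at 5 µM, scaled per plate between neutral and stimulator controls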;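 note: PAF is a Pseudomonas aeruginosa culture filtrate used as stimulus; plate controls were PAF-stimulated DMSO wells for no effect and unstimulated DMSO wells for full effect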
# MITF TRPM1 inh = inhibitors of MITF-driven TRPM1 promoter in melanoma cells; SK-MEL-5 TRPM1 promoter luciferase, 24 h; inhibition, % at 12.5 µM; 0.83% of 330,000 active; AID 488899;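 active = mean inhibition across replicates of 60% or more, whatever share of single replicates reaches that level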; note: values of inactives mirror those of a sister screen read the other way
# NR2E3 ag-2 = activates human NR2E3 receptor | CHO-S Gal4-NCOR/VP16-NR2E3 two-hybrid, luciferase | inhibition of corepressor binding, % at 3.98 µM | 0.35% of 360,000 active | AID 602229;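 active = inhibition above the mean of all tested compounds plus 3 SD, cut at about 70% in these data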;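 note: 0% = DMSO with NR2E3 transfected cells and 100% = cells lacking NR2E3 construct; higher means lower luciferase signal from less NR2E3 corepressor binding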
# Shn3 3UTR inh = inhibitors of Schnurri-3 3'UTR reporter in osteoblasts; Clone20 osteoblast Shn3 3'UTR firefly luciferase, 24 h; inhibition, % at 12.5 µM; 0.52% of 360,000 active;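 active = mean inhibition of at least 75% with every replicate also reaching 75%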;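 note: 0% = median of neutral control wells and 100% = pilot-screen positive control compound; some compounds past the cut are filed as inactive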
# TWEAK Fn14 block = blocks TWEAK-Fn14 interaction in a reporter cell assay; inhibition, % at 10 µM; 2% of 360,000 active; TWEAK-stimulated Fn14 reporter cells, luciferase luminescence, 8 h; in the data active = inhibition above about 50%
# Peg3 prom inh = inhibitors of Peg3 promoter | HeLa PEG-Prom luciferase reporter, luminescence, overnight | AID 588405 | 1.7% of 360,000 active | inhibition, % at 20 µM;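 active = inhibition of at least 50% at 20 µM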
# * marks the source's active call; other numbers are inactive results; · = not tested or not shown. Not all compounds are listed, so the mix of outcomes need not match the whole.
SMILES,TRAIL sens C8,HIF-2a block,NR2E3 ag-1,TROY signal inh,KKLEB cytotox,CF NFkB block,MITF TRPM1 inh,NR2E3 ag-2,Shn3 3UTR inh,TWEAK Fn14 block,Peg3 prom inh
CCN(CC(=O)Nc1ccc(NC(C)=O)cc1)C(=O)c1ccc(COc2ccccc2)o1,-1,13,1,21,6,-6,·,12,19,-1,0
O=C(N/N=C/c1ccccc1F)C(=O)N1CCCCCC1,-15,-47,1,-18,6,1,-7,-30,-5,-19,-23
Cc1ccsc1C(=O)NNC(=O)c1ccccc1F,2,-204,·,-70,6,-6,-69,-88,-29,-7,-200
COc1ccc(OCC(O)CN2CCN(Cc3ccc4c(c3)OCO4)CC2)cc1 (stereo not drawn),10,20,-1,4,10,-16,1,-16,5,-2,2
CC1CCN(C(=S)c2ccc([N+](=O)[O-])cc2)CC1,-31,14,-1,7,5,-4,-4,-21,-1,3,-7
CC(=O)N1CC=C2C(C#N)=C(N)C(C#N)(C#N)[C@H](c3ccoc3)[C@H]2C1,-10,4,-1,10,-5,-8,2,-2,-16,2,5
C/C(=N\NC(=O)c1ccccc1O)c1ccc(NC(=O)c2ccccc2)cc1,-22,-208,·,-37,20,-2,-50,-182,-91,-15,-160
CCn1c(C)nc2cc(C(N)=O)ccc21,-8,-5,-3,-28,10,-9,7,-34,-5,8,-8
CC(C)c1ccc(OCC(O)Cn2cnc3ccccc32)cc1 (stereo not drawn),3,-79,3,9,-18,3,-11,25,31,-16,-95
CCOc1ccc(NC(=O)C2C3CCC4C(CCC32)C4(Cl)Cl)cc1 (stereo not drawn),15,-3,4,-4,-7,-6,7,-9,12,-19,-17
O=C(Cn1c(SCC(=O)N2CCc3ccccc32)nc2ccccc21)NC1CCCC1,-6,3,-2,18,-6,24,24,-28,19,-10,0
COC(=O)C1C(=O)/C(=C(/C)N2CCCC2)C(=O)CC1(C)C (stereo not drawn),-10,-2,0,4,-6,5,5,-11,-3,-3,21
COCCNC(=O)c1ccc(-n2c(SCc3cccnc3)nc3ccccc3c2=O)cc1,-7,17,2,-7,12,-14,7,-8,18,7,21
Cc1cc(C=NCCO)c(C)n1-c1cc(Cl)ccc1Cl,8,7,6,-4,8,2,-4,1,12,4,-7
CCOc1ccc(C)cc1S(=O)(=O)n1nc(C)cc1C,2,11,-1,-14,5,14,6,0,9,6,5
O=C(NC1CCCCCC1)c1ccccc1-c1ccccc1,5,18,2,-13,7,0,-2,-12,6,5,10
O=C(CSc1nnc(-c2ccco2)n1Cc1ccccc1)NC(=O)NCc1ccccc1,-4,30,-2,-1,0,-2,8,-14,-4,-6,17
COc1ccc(Nc2nc3ccccc3n3nnnc23)cc1,2,-39,-3,-2,1,-8,2,8,-36,21,28
CC(C)NC(=O)c1onc(CSc2cccc(Cl)c2)c1C(=O)O,1,-3,0,-7,-1,4,-6,0,3,-42,-5
CN1CCc2c(sc3c2C(=O)NC(c2ccc(-c4ccc(Cl)cc4)o2)N3)C1 (stereo not drawn),-13,8,3,7,12,-31,-7,-9,-13,14,-15
O=C(c1ccccc1)N1N=C(C(F)(F)F)CC1(O)c1ccccc1 (stereo not drawn),-5,3,0,-14,1,-1,13,3,1,-1,-6
Cc1c(-n2c(SCC(=O)C(C)(C)C)nc3ccccc3c2=O)c(=O)n(-c2ccccc2)n1C,1,17,-6,-30,-6,-1,6,4,4,20,-7
CCCc1cc(=O)[nH]c(SCC(=O)N2CCC(C(=O)OCC)CC2)n1,-13,0,-3,18,-1,2,1,-11,-6,4,4
CCOc1ccccc1NC(C)C(=O)NC(=O)NC1CCCCC1 (stereo not drawn),-10,2,-3,1,0,-2,9,-7,19,-3,0
CCN1CCN(CC(=O)N2CCCC(C(=O)c3ccc(Oc4ccccc4)cc3)C2)CC1 (stereo not drawn),11,-14,-1,-10,-15,22,-25,2,12,-17,-16
CCCC1=NN2C(=N)/C(=C\c3cc(C)n(-c4cccc(C)c4)c3C)C(=O)N=C2S1,-5,14,0,12,-19,18,6,-13,19,0,8
O=C(CN1CCN(S(=O)(=O)c2ccc(F)cc2)CC1)NC1CC1,-2,17,2,-1,9,8,2,-18,-28,0,13
Cc1cc(C)c2nc(NC(=O)[C@@H](NC(=O)c3cccc(S(=O)(=O)N4CCOCC4)c3)C(C)C)sc2c1,-17,-25,-1,5,-16,16,41,-15,6,44,-14
COc1cc(C2c3[nH]c4ccccc4c3C[C@H]3C(=O)N(C4CC4)CC(=O)N23)ccc1OC(C)C (stereo partly drawn),6,27,2,-3,-15,16,9,-12,7,24,7
COc1ccccc1C(=O)NNC(=O)c1ccc(NC(=O)C(C)C)cc1,-8,11,·,8,1,-1,27,-4,4,-13,-4
O=C(CSc1nnc(-c2cccc(Br)c2)o1)N1CCNC1=O,11,-218,·,-35,-1,-6,-85,-59,-69,-5,-190
CC(C)CN(C(=O)CN(C)CC(=O)Nc1ccc(Cl)c(C(F)(F)F)c1)c1c(N)n(CC(C)C)c(=O)[nH]c1=O,21,7,·,-1,-7,4,2,1,-9,12,16
O=C(Nc1nc(-c2cccnc2)cs1)c1cccc([N+](=O)[O-])c1,3,-66,1,-23,0,1,-70,-26,-42,-2,-85
O=C1CC(c2ccccc2)n2nc(NC(=O)c3cccs3)nc2N1 (stereo not drawn),3,5,-1,-6,8,-9,15,-34,-3,-9,11
COCCn1c(C)cc(C(=O)COC(=O)c2c(C)nn(Cc3ccccc3)c2C)c1C,-1,-6,0,1,8,-13,5,7,21,16,-8
O=C(c1cc(-c2ccc(Cl)s2)nc2ccccc12)N1CCCC1,-8,-33,1,-3,9,-16,14,-17,11,13,-9
CCc1nc(SCC(=O)Nc2nnc(C(C)C)s2)n[nH]1,2,-54,·,-5,-11,-6,-11,-25,-47,-5,-28
COc1ccc(N2C(=O)C(Cl)=C(Nc3ccccc3O)C2=O)cc1,0,-63,1,-76,8,-1,-6,-46,-30,5,-69
CCOc1cc(/C=N/NC(=O)C(=O)NCc2cccnc2)ccc1O,5,1,-4,-4,-5,10,5,-9,-6,-3,-2
O=C1C2C(c3ccccc3)=NN(c3ccccc3)C2C(=O)N1c1ccccc1 (stereo not drawn),9,2,-1,-9,10,-17,1,5,0,10,4
O=c1c(Cl)c(NS(=O)(=O)c2ccccc2)cnn1-c1ccccc1,-5,8,13,-20,-4,10,-4,-10,-5,-5,1
O=C(c1ccc(Cl)s1)N1CCCC1,21,9,2,16,-2,-15,6,15,-10,-2,-16
Nc1nc(CN2CCN(Cc3ccccc3)CC2)nc(Nc2ccc3c(c2)OCCO3)n1,-4,-41,-1,13,-7,10,-5,6,-45,-4,-27
COc1ccc(Nc2nnc(SCC(=O)Nc3cc(C)on3)s2)cc1,4,-13,·,-9,4,-2,-8,0,-25,-14,-4
CCOC(=O)C1=C(C)c2ccccc2OC1(CC)C(=O)OCC (stereo not drawn),-16,-3,·,-1,-22,32,12,-37,-8,19,-5

# 3 of the compounds above, with each value named.
O=C(c1cc(-c2ccc(Cl)s2)nc2ccccc12)N1CCCC1
  TRAIL sens C8: -8
  HIF-2a block: -33
  NR2E3 ag-1: 1
  TROY signal inh: -3
  KKLEB cytotox: 9
  CF NFkB block: -16
  MITF TRPM1 inh: 14
  NR2E3 ag-2: -17
  Shn3 3UTR inh: 11
  TWEAK Fn14 block: 13
  Peg3 prom inh: -9
CCc1nc(SCC(=O)Nc2nnc(C(C)C)s2)n[nH]1
  TRAIL sens C8: 2
  HIF-2a block: -54
  NR2E3 ag-1: ·
  TROY signal inh: -5
  KKLEB cytotox: -11
  CF NFkB block: -6
  MITF TRPM1 inh: -11
  NR2E3 ag-2: -25
  Shn3 3UTR inh: -47
  TWEAK Fn14 block: -5
  Peg3 prom inh: -28
COc1ccc(N2C(=O)C(Cl)=C(Nc3ccccc3O)C2=O)cc1
  TRAIL sens C8: 0
  HIF-2a block: -63
  NR2E3 ag-1: 1
  TROY signal inh: -76
  KKLEB cytotox: 8
  CF NFkB block: -1
  MITF TRPM1 inh: -6
  NR2E3 ag-2: -46
  Shn3 3UTR inh: -30
  TWEAK Fn14 block: 5
  Peg3 prom inh: -69

# Remaining list, next part.
SMILES,TRAIL sens C8,HIF-2a block,NR2E3 ag-1,TROY signal inh,KKLEB cytotox,CF NFkB block,MITF TRPM1 inh,NR2E3 ag-2,Shn3 3UTR inh,TWEAK Fn14 block,Peg3 prom inh
C=CCN(C(=O)CC(NC(C)=O)c1ccccc1)c1nc(-c2ccc(S(C)(=O)=O)cc2)cs1 (stereo not drawn),8,-124,3,1,0,-5,-46,-63,-7,0,-117
O=C(Nc1ccc(Cl)c(Cl)c1)C1CC(=O)N(c2ccc(Br)cc2)C1 (stereo not drawn),-2,16,1,48,7,-9,7,-10,-12,-5,13
CC1(c2nnnn2Cc2ccccc2)CCC(=O)N1CCc1ccccc1F (stereo not drawn),-9,10,·,-5,·,·,·,7,·,6,·
Cc1cccc(CSc2nnc([C@@H]3CCCN3)o2)c1,-7,9,2,-4,3,10,3,1,-6,-11,-1
CN(C)c1ccc(C(=O)OCC(=O)NCCCc2ccccc2)cc1,5,7,1,17,0,-11,-11,-17,15,8,4
COc1ccc2oc(C(=O)Nc3nnc(C)s3)c(C)c2c1,70*,-197,2,12,-26,-59,-40,-131,-20,68*,-70
O=C1Nc2ccccc2C1Cc1ccc(OC(F)(F)F)cc1 (stereo not drawn),-3,2,0,7,13,-16,0,21,-1,8,19
Cc1ccccc1CC1(CO)CCCN(C(=O)c2ccccc2N(C)C)C1 (stereo not drawn),-3,16,-2,-6,-8,5,-6,-29,10,-6,21
CC(C)(C)[C@H]1C=C(C(=O)O)O[C@@H](OCCCCO)C1,-2,1,-1,-19,10,-26,2,-25,-14,3,1
COc1cc(C(=O)NC(=S)Nc2ccc3c(c2)OCO3)cc(OC)c1OC,5,-32,-1,1,12,-9,-28,-9,-32,-1,-25
O=C(CNC1CCCCCC1)c1cccs1,-2,16,-2,5,-2,16,-4,15,0,13,-4
CCN(C(=O)c1cccs1)c1nc(-c2ccc(OC)cc2)cs1,15,-245,8,-45,-5,-12,-42,-123,-46,-30,-225
O=C1N=C(N2CCOCC2)S/C1=C\c1cccs1,-4,-96,0,-21,5,12,-16,-16,-10,-10,-54
COc1cc(OC)cc(C(=O)Nc2sc3c(c2C(N)=O)CCC3)c1,3,-56,3,-55,-5,6,-59,-52,-39,-35,-86
CN(C(=O)c1cccc(S(=O)(=O)N2CCCCC2)c1)C1CCS(=O)(=O)C1 (stereo not drawn),3,8,-4,-7,0,19,-3,6,-17,3,14
O=C1c2ccccc2CCC12N=NCC2c1ccc(Br)cc1 (stereo not drawn),5,-1,-3,-18,11,17,13,-6,0,4,4
COc1ccc(C)cc1N(CC(=O)N1CCCCCC1)S(C)(=O)=O,2,11,2,10,-6,7,5,5,-21,24,5
COc1ccc(N(C(=O)Cc2cccs2)C2C=CS(=O)(=O)C2)cc1 (stereo not drawn),-9,9,3,-12,-4,-4,-10,-1,17,-4,5
C/C(=N\Nc1ncnc2sc(C)c(C)c12)c1ccccn1,8,-389,2,23,-4,-26,67*,26,89*,73*,84*
Clc1cccc(OCCN2CCNCC2)c1,-3,15,-3,2,-9,-6,10,18,-9,-11,10

# Screening results (PubChem)
